SNCA expr inh: SNCA gene expression inhibition; HEK-293 SNCA-luciferase knock-in, luminescence, 24 h; Potency, µM (top dose mostly 57.2 µM), inactives show at the top dose activity change, negative = inhibition, most hits filed as inhibitors; hit rate 0.17% among 140,000; AID 1671194;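 further: potency means the concentration at half of the fitted maximal effect; plate controls were DMSO cells for no effect and cell-free wells for full effect; nearly all actives have a fitted effect of over 45% in size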
GPT2 inhibitor: blocks human glutamate pyruvate transaminase 2; Q8TD30; Recombinant GPT2, coupled pyruvate oxidase/HRP Amplex Red fluorescence; Potency, µM (highest dose often 57.7 µM), inactives show top-dose activity change, negative = inhibition, actives largely listed as inhibitors; hit rate 0.25% among 100,000; AID 1671188; further: potency means the concentration at half of the fitted maximal effect; nearly all actives have a fitted effect of over 60% in size; many of its hits are not listed in these tables
Target sequence (Q8TD30 whole entry, looked up): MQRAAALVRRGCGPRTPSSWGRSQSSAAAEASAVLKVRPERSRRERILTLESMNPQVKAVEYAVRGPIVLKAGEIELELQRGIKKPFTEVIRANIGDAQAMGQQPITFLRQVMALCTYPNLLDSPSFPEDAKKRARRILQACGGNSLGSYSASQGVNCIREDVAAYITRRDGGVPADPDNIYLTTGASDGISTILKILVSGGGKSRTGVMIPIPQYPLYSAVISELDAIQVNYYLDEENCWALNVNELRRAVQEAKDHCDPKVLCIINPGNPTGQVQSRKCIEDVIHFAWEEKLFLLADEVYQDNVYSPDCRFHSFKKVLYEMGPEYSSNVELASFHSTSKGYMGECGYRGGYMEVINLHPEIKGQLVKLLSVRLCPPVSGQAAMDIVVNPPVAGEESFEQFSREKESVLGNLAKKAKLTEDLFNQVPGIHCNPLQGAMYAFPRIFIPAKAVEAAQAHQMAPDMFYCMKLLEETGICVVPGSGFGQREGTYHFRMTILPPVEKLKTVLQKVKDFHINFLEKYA
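Recombinant GPT2 (10ng/uL) with 250uM a-KG and 2mM L-alanine, 30 min at room temperature, in HEPES pH 7.5 buffer. Pyruvate detected by pyruvate oxidase/HRP/Amplex Red fluorescence after 30 min in the dark; AOA (50uM) as positive control.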
3T3 cytotox: kills NIH 3T3 cells; Potency, µM (titrated, usually from 96.7 µM), without a hit: top-dose activity change, negative = cytotoxicity, actives largely listed as inhibitors; hit rate 4.3% among 94,000; NIH 3T3 viability, CellTiter-Glo ATP luminescence, 48-72 h; further: potency means the concentration at half of the fitted maximal effect; nearly all actives have a fitted effect of over 55% in size
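Cytotoxicity is measured as loss of cellular ATP: NIH 3T3 cells (400/well) are exposed to compound for 48 or 72 hr at 37 °C, then CellTiter-Glo luminescence is imaged after 10 min at room temperature.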
IP6K1 inhibitor: inhibitors of human IP6K1 | IP6K1 kinase, ADP-Glo luminescence, 2 h; active compounds read low | activity change, % (series mostly up to about 58 µM) | AID 1645851 | hit rate 0.81% among 140,000; in the data active means activity change below about -25%
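ADP-Glo luminescence measures ADP made by human IP6K1 during a 2 h RT reaction with ATP/IP6 (mix at 1.3 mM/130 uM); top library doses 57.5 and 19.1 uM final.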
HEK cytotox: cytotoxic compounds in HEK 293 cells | HEK 293 viability, ATP luminescence (CellTiter-Glo), 48-72 h | Potency, µM (titrated, usually from 115 µM), inactives show at the highest dose activity change, negative = cytotoxicity, hits mostly inhibitors | hit rate 6.6% among 94,000; further: potency means the concentration at half of the fitted maximal effect; nearly all actives have a fitted effect of over 60% in size
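Viability of HEK 293 cells, plated at 250 cells/well, was judged by cellular ATP after compound treatment for 48 or 72 hr. Luminescence was imaged 10 min after CellTiter-Glo addition at room temperature.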
SNCA viab count: cell viability loss counter-screen; hit rate 0.12% among 150,000; HEK-293-SNCA-luc viability, GF-AFC fluorescence, 24 h; AID 1671193; Potency, µM (series often up to 57.1 µM), inactives show at the highest dose activity change, negative = cytotoxicity, actives largely listed as cytotoxic;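 further: potency means the concentration at half of the fitted maximal effect; 0% = DMSO-treated cells and -100% = medium-only wells without cells; nearly all actives have a fitted effect of over 30% in size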
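HEK-293-SNCA-luc cells (1500/well) plated 24 h, then exposed 24 h to a dilution series; GF-AFC added 30 min at 37C, fluorescence 405/540 nm; normalised to medium-only and DMSO wells, Hill fit.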
Luciferase inh: Photinus pyralis luciferase inhibition; P08659; purified P. pyralis luciferase, luminescence, biochemical; Potency, µM (doses to about 115 µM), for inactives: at the top dose activity change, negative = inhibition, most hits filed as inhibitors; hit rate 2.5% among 76,000; further: potency means the concentration at half of the fitted maximal effect; nearly all actives have a fitted effect of over 65% in size
Target sequence (P08659 whole entry, looked up): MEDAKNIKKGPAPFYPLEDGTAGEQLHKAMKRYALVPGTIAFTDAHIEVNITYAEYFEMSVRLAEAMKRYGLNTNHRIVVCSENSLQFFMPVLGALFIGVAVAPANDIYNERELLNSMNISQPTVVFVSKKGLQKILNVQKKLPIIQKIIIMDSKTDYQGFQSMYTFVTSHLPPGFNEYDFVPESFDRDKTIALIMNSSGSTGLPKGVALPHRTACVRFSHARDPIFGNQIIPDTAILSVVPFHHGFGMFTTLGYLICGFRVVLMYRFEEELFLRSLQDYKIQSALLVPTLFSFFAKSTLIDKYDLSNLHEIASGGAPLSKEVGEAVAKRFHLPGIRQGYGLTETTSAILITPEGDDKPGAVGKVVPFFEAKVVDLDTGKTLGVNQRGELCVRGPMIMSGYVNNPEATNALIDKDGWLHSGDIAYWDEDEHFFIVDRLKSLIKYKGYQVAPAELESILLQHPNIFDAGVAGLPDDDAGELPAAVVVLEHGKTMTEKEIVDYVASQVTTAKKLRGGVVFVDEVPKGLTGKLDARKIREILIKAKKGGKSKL
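Cell-free enzyme assay, 10nM P. pyralis luciferase, luciferin and ATP each at 10uM. Inhibition profiled over a 6-point titration, read as luminescence.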
* marks the source's active call; other numbers are inactive results; i = inactive; ? = inconclusive; · = no result given; & = joins results of further samples; ! = not active in a repeat; [ ] = dose if it differs, or a comment. Unless noted, the call rests on the fitted dose curve; in most records, active means well fitted curve in the direction sought with a large enough effect; inconclusive means small, poorly fitted or top-dose-only effect, or another doubt; inactive means no such curve, though single readings can be large; an effect the other way counts as inactive or inconclusive. Unless noted, on the % scale 0 is the no-effect control and ±100 the full control effect. This is a random part of the collection, and some 7.8% of all compounds hit somewhere here.

A first look:
Every second line gives: SNCA expr inh	GPT2 inhibitor	3T3 cytotox	IP6K1 inhibitor	HEK cytotox	SNCA viab count	Luciferase inh
> CCc1ccccc1NC(=O)CN1C(=O)COc2ccc(S(=O)(=O)Nc3ccccc3)cc21
    26%	·	·	22	·	?	·
> CCN1CCN(C(=O)C2CCc3ncc(-c4ccsc4)n3C2)CC1 (centres undefined)
    -9%	i	-13%	2	-12%	4%	-1%
> Cc1cccc(C)c1-n1ncc(C(=O)NCCN2CCOCC2)c1C1CCN(C(=O)OC(C)(C)C)CC1
    -3%	·	·	-7	·	10%	·
> O=C(NC1CCCN(c2ccc3nnc(-c4ccccc4)n3n2)C1)c1cccnc1 (centres undefined)
    ·	·	?	-5	?	·	·

The whole of this part, previewed entries included:
Every second line gives: SNCA expr inh	GPT2 inhibitor	3T3 cytotox	IP6K1 inhibitor	HEK cytotox	SNCA viab count	Luciferase inh
> CCc1ccccc1NC(=O)CN1C(=O)COc2ccc(S(=O)(=O)Nc3ccccc3)cc21
    26%	·	·	22	·	?	·
> CCN1CCN(C(=O)C2CCc3ncc(-c4ccsc4)n3C2)CC1 (centres undefined)
    -9%	i	-13%	2	-12%	4%	-1%
> Cc1cccc(C)c1-n1ncc(C(=O)NCCN2CCOCC2)c1C1CCN(C(=O)OC(C)(C)C)CC1
    -3%	·	·	-7	·	10%	·
> O=C(NC1CCCN(c2ccc3nnc(-c4ccccc4)n3n2)C1)c1cccnc1 (centres undefined)
    ·	·	?	-5	?	·	·
> CCOc1ccccc1N(CC)C(=O)Cn1ncc2c([nH]c3ccccc32)c1=O
    -21%	·	·	8	·	1%	·
> CC(=O)NCCC(=O)N1CCC2(CC1)CN(C(=O)NC(C)C)CCO2
    -2%	-1%	3%	-3	2%	6%	·
> O=C(Cn1cccc1-c1nc(-c2ccccc2)no1)Nc1ccccc1F
    -17%	3%	?	-4	?	-7%	2%
> Cc1csc(NC(=O)c2nc(C(O)c3cccc(O)c3)oc2C)n1 (centres undefined)
    -2%[87.6 µM]	?	?	12	?	-1%[87.6 µM]	-11%[172 µM]
> CC(C)c1ccc(NC(=O)Cn2c(=O)n(Cc3nc(-c4ccccc4)no3)c(=O)c3cc4c(cc32)OCO4)cc1
    8%	·	·	10	·	10%	·
> COc1ccc(CCN2C(=O)N(c3cccc(C)c3)C(=O)C2CC(=O)Nc2ccccc2)cc1OC (centres undefined)
    -9%	·	·	-4	·	-9%	·
> CCCCN1C(=O)c2ccccc2C(C(=O)Nc2nncs2)C12CCCC2 (centres undefined)
    4%	1%	-9%	20	-4%	-6%	11%
> COc1cccc(CN2Cc3nc(-c4ccsc4)ccc3OCC2=O)c1
    -21%[87.6 µM]	-21%[88.5 µM]	?	-3	?	-14%[87.6 µM]	13%[172 µM]
> O=C(NCc1ccc(F)cc1)c1ccc2oc(-c3ccccn3)nc2c1
    -8%	i	-19%	-5	-14%	13%	·
> COc1ccc(C(=O)N2CCn3c(nn(-c4ccc(OC)cc4)c3=O)C2)cc1
    -9%	0%	?	2	-5%	-2%	·
> CN(C)CCCOc1ccc(-c2cnc(N)cn2)cn1
    -9%	i	i	-11	2%	-2%	13%
> O=C(Cc1cccc(Cl)c1)N1CCC2(C1)C(=O)N(CCc1ccccc1)c1ccccc12 (centres undefined)
    -1%&-10%	i	45µM*!	6&25	32µM*	9%&-19%	-1%&-1%
> Nc1ccc(N2CCN(c3ncc(C(F)(F)F)cc3Cl)CC2)c(C(F)(F)F)c1
    -17%	·	·	-3	·	3%	·
> c1ccc(Nc2cc3c(cn2)NCCN(Cc2ccsc2)C3)cc1
    0%[87.6 µM]	?	?	-17	?	-14%[87.6 µM]	-5%[172 µM]
> CCC1CN(C(=O)Nc2cccc3c2CCCC3)c2cc(Cl)ccc2O1 (centres undefined)
    -12%	·	·	-15	·	5%	·
> Cc1ccc(C(=O)N2CC[C@H](N3CCOCC3)[C@H](CCCO)C2)cc1Cl
    ?	i	-6%	-5	i	-2%	6%
> COc1ccc(C(=O)Nc2ccc(-c3nnc4n3CCCC4)cc2)cc1F
    1%	i	1%	17	13%	-10%	-10%
> COCCn1c(=O)c(C(=O)N2CCN(C(=O)c3ccc(C)cc3)CC2)nc2cccnc21
    -7%	1%	-19%	20	3%	-3%	·
> CCOc1ccc(NC(=O)c2c(NCc3cccs3)sc3c2CCCCC3)cc1
    47%[activator]	·	·	8	·	-13%	·
> O=C(NC1CCCCCC1)C1CCN(C(=O)N2CCOc3ccccc32)CC1
    17%	·	·	30	·	-7%	·
> C[C@]1(CO)C2CC[C@@H](O)[C@@H](CC(=O)N3CC[C@@H](O)C3)[C@]2(C)CC[C@H]1OC(=O)Nc1ccc(Oc2ccccc2)cc1 (some centres undefined)
    -22%	-5%	-32%	1	-29%	1%	8%
> Cc1cccc(NC(=O)N2CCc3c(sc4c3CCCC4)C2c2ccc(F)cc2)c1 (centres undefined)
    -3%	·	·	4	·	-12%	·
> Cc1ccccc1CN1CCC(CNc2ncnc3onc(-c4ccc(Cl)cc4)c23)CC1
    ?	·	·	-1	·	8%	·
> Cc1noc([C@@H]2CC(F)(F)CN2C(=O)c2ccoc2)n1
    -15%	0%	-6%	5	-15%	3%	-8%
> CCOC(=O)c1c(NC(=O)/C=C/c2ccc(C)cc2)sc(C(C)=O)c1C
    0%	·	·	-7	·	1%	·
> CCOC(=O)c1cc(OC(=O)c2ccc(OC)c(OC)c2)n(-c2ccccc2)n1
    0%	·	·	12	·	-6%	·
> COc1cccc(C(=O)NC2CCN(c3cc(-c4ccc(Cl)cc4)[nH]n3)CC2)c1OC
    -23%	-21%	?	17	?	-22%	-3%
> CCCS(=O)(=O)N1CC[C@H](c2nc(C)no2)[C@H](NC(=O)C2CC2)C1
    8%	-4%	-14%	21	-19%	3%	-14%
> Cc1n[nH]c(C)c1CCC(=O)N1CC[C@@H](NC(=O)c2cccnc2)[C@H](O)C1
    -10%	-9%	-10%	-1	-7%	1%	6%
> CCCN1Cc2cccc(C(=O)Nc3ccccc3C(=O)OC)c2C1=O
    ?	·	·	9	·	-14%	·
> CCCCC(=O)Nc1c(C(=O)N2CCN(c3ccccc3)CC2)oc2ccccc12
    -27%	·	·	-8	·	-12%	·
> O=C(c1ccccn1)N1CCC2(Cc3ccccc3NC2=O)C1 (centres undefined)
    -5%[87.6 µM]	i	4%[138 µM]	-1	i	-9%[87.6 µM]	-2%[172 µM]
> C=CCC1(C(=O)O)CCCN(Cc2ccc(OC)c(COC)c2)C1 (centres undefined)
    -19%	1%	i	2	3%	-12%	-1%
> COc1ccc(OC)c(CNC(=O)c2ccc3c(c2)N(S(C)(=O)=O)CC3)c1
    4%	i	-1%	-3	?	-3%	-6%
> COc1ccccc1C(=O)NCC1Cn2cccc2C(=O)N1Cc1cccnc1 (centres undefined)
    8%	-9%	-23%	8	-6%	-6%	·
> Cc1cc(C)cc(N2CCn3c2nc2c3c(=O)n(CCc3ccccc3)c(=O)n2C)c1
    34%[activator]	·	·	1	·	-3%	·
> COCCNC(=O)C1CCCN(S(=O)(=O)c2ccc3c(ccn3C)c2)C1 (centres undefined)
    -10%	·	·	-8	·	16%	·
> C#CC(C)(CC)NC(=O)Cn1nnc(-c2ccc(OCc3ccccc3F)cc2)n1 (centres undefined)
    15%	·	·	-5	·	-25%	·
> C=C1C2CCC3C(CCC4[C@@]3(C)CCC[C@@]4(C)C(=O)O)(C2)[C@@H]1OC(=O)/C(C)=C\C (some centres undefined)
    ·	i	·	7	·	-4%[23.9 µM]	·
> O=c1c2c(n(Cc3cccnc3)n1-c1ccccc1)CN(Cc1ccccc1Cl)CC2
    ?	i	?	7	-28%[172 µM]	?	-8%[172 µM]
> COC(=O)c1c(C)sc(-c2c(-c3cccc(OC)c3)[nH]c3c2c(=O)[nH]c(=O)n3C)c1O
    3%	·	·	6	·	-4%	·
> O=C1NC2(CN([S+](=O)([O-])c3cccc(C(F)(F)F)c3)C2)Oc2ccccc21
    -6%	-17%	?	-2	?	-6%	3%
> Cc1ccc(CN2CCC3(CCC3N3CCOCC3)CC2)cc1C (centres undefined)
    8%	-20%	-15%	14	-2%	7%	·
> O=C(NC1CC1)[C@@H]1C[C@H](Oc2ccccc2)CN1S(=O)(=O)c1cccc(F)c1
    -13%	-7%	-12%	3	-14%	1%	0%
> O=C(NC1CCCCC1)C1CN(C(=O)c2ccccc2Br)CC12CCOCC2 (centres undefined)
    -3%	-9%	i	0	-7%	4%	4%
> COc1ccccc1N1CCN(C(=O)CC[C@]23CC[C@](C)(O)C[C@H]2C(C)(C)C[C@@H]3NC(=O)c2ccc(C(F)(F)F)cc2)CC1
    -14%	-12%	?	11	?	-17%	1%
> COc1ccc(-c2ccccc2NC(=O)C2CCCN2C(=O)CC(C)(C)C)cc1 (centres undefined)
    -7%	0%	-23%	-1	?	-2%	2%
> COc1cccc(-c2n[nH]c3c2CN(C(=O)c2oc(C)cc2C)CC3)c1
    1%	-7%	?	2	?	-3%	-11%
> CC(C)CCN1CCCC2(C1)C(=NC1CCCCC1)NC(=O)N2c1cc(F)cc(F)c1 (centres undefined)
    -32%	5%	?	-11	?	-13%	·
> O=C(c1ccc2c(c1)OCO2)N1CCN(c2ccc3nnc(C4CC4)n3n2)CC1
    ·	·	?	28	?	·	·
> O=C(NC1CCCC1)NC1CCCN(c2ccc3nnc(-c4ccccc4)n3n2)C1 (centres undefined)
    ·	·	-18%	5	-16%	·	·
> O=c1n(-c2cccc(Cl)c2)nc2n1CCN(Cc1ccccc1)C2
    20%	3%	?	8	?	-14%	·
> O=C(O)CCCC(=O)N[C@H]1CO[C@H]2[C@@H]1OC[C@@H]2Nc1nccc(-c2ccc(-c3ccccc3)cc2)n1
    19%	i	-2%	7	-30%	9%	-20%
> NCCO[C@H]1C[C@@H](O)C12CCN(S(=O)(=O)c1cccnc1)CC2
    -6%	i	0%	12	0%	-9%	-11%
> COc1ccc(-c2noc(-c3ncn4c3COC(c3ccc(F)cc3)C4)n2)cc1OC (centres undefined)
    3%	i	28µM*	1	?	2%	-3%
> Cn1nnnc1SCCNCc1ccccc1OCc1ccc(Cl)cc1Cl
    1%	·	·	6	·	-14%	·
> O=C(NC1CCN(c2cc(-c3ccc(Cl)cc3)[nH]n2)CC1)c1ccccn1
    -2%	-14%	?	12	?	-3%	-2%
> COc1cc2c(cc1OC)C(CNC(=O)CC(C)C)N(C(=O)Nc1cccc(C)c1)CC2 (centres undefined)
    -2%	-20%	-17%	-11	?	-15%	-8%
